# ROCK2 blocker = blocks human Rho kinase 2 activity. O75116. purified ROCK2, Kinase-Glo ATP depletion luminescence. inhibition, % at 6 µM. 60,000 compounds, 0.35% hits. AID 604;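 active means inhibition above the screen-wide mean inhibition plus 3 SD, cut at about 18% in these data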;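 further: plate controls were DMSO wells for no effect and Y-27632 control wells after no-enzyme background subtraction for full effect; many of its hits are not listed in these tables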
# Target sequence (O75116 whole entry, looked up): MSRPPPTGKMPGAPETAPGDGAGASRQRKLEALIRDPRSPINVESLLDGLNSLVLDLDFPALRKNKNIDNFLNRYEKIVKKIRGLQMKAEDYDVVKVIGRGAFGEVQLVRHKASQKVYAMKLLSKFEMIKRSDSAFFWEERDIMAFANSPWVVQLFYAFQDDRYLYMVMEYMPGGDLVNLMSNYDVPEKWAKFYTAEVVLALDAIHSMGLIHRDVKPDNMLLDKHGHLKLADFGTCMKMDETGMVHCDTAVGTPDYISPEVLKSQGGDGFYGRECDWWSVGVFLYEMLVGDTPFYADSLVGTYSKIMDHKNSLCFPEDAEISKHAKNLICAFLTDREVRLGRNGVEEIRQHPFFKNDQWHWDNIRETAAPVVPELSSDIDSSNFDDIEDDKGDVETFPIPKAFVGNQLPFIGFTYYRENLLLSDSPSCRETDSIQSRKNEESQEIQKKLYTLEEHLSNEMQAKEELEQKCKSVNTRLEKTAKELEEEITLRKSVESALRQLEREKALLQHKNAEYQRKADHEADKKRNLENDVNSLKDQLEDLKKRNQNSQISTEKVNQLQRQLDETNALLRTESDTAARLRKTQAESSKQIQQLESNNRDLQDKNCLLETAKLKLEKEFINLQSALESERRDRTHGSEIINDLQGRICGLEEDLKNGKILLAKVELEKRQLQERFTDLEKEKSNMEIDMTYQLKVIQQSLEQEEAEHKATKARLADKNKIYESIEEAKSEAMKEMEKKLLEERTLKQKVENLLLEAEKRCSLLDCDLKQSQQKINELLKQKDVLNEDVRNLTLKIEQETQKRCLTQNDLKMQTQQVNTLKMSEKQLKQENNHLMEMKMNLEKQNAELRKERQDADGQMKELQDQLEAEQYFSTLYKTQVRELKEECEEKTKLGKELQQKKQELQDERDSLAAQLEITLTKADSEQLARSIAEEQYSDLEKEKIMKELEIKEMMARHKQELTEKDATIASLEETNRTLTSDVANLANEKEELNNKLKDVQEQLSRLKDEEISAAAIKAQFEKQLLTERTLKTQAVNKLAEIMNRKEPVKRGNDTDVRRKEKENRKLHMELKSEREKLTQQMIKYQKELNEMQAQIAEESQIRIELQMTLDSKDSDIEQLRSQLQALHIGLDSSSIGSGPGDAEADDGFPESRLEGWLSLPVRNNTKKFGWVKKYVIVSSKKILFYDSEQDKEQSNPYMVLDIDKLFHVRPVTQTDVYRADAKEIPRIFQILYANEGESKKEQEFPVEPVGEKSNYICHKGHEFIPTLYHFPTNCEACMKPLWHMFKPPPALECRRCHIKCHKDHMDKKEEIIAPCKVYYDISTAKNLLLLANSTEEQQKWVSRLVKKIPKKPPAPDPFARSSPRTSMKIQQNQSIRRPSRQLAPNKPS
# AP complement = orthogonal test for alternative complement pathway inhibitors | Human serum alternative complement pathway, LPS-coated ELISA, C3 deposition; tested in compound mixtures | 62,000 compounds, 0.08% hits | inhibition, % at 5 µM;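 active means inhibition above 30% in each of the two pooled mixtures holding the compound, so the lower value exceeds 30%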;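 further: 0% = serum in Mg-EGTA without compound and 100% = EDTA serum blank; some compounds past the cut are filed as inactive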
#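 Assay system: Human serum alternative complement pathway, C3 deposition on LPS-coated wells | Incubation: 1 h serum-compound exposure at 37 °C | Doses: 5 µM per compound in ten-compound mixtures | Read-out: Percent inhibition | Technique: ELISA with HRP anti-human C3 antibody, TMB substrate, absorbance 450 nm | Replication: Two pool placements per compound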
# CatS block = inhibitors of human cathepsin S | P25774 | inhibition, %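 (tested at 5 µM per compound within 10-compound mixtures)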 | 62,000 compounds, 0.06% hits | recombinant cathepsin S, AMC dipeptide fluorescence, pooled mixtures | AID 501; in the data active means inhibition above about 32%, passing the limit was not always enough; inconclusive means no clear call, values can overlap the other calls;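 further: 0% = enzyme without compound and 100% = blank without enzyme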
# E coli RNAP = inhibitors of Escherichia coli RNA polymerase. 62,000 compounds, 0.2% hits. E. coli RNA polymerase, fluorescence transcription assay. P0A8V2. inhibition, %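 (tested at 10 µM)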; in the data active means inhibition above about 20%;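 further: 0% = enzyme without compound and 100% = no enzyme blank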
# RORa activator = activators of human nuclear receptor RORA; P35398; CHO-K1 Gal4-RORA LBD luciferase reporter, luminescence; percent increase over mock-subtracted basal signal; activation, % at 10 µM; 65,000 compounds, 1.5% hits; AID 560;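 active means activation above the mean of all tested compounds plus 3 SD, cut at about 49% in these data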;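 further: 0% = DMSO-treated RORA cells and 100% = added signal equal to DMSO minus mock-transfected cells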
# JNK3 blocker = JNK3 (human) kinase inhibition; 60,000 compounds, 0.61% hits; AID 746; inhibition, % at 8 µM; purified JNK3 kinase activity, HTS; in the data active means inhibition above about 17%;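 further: 0% = DMSO and 100% = reference inhibitor; many of its hits are not listed in these tables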
# CatB mix inh = human cathepsin B inhibition by mixtures. AID 488. Purified cathepsin B, AMC dipeptide fluorescence, compound mixtures. 62,000 compounds, 0.06% hits. inhibition, %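 (ten-compound pools at 5 µM per compound and 50 µM total)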; in the data active means inhibition above about 22%, passing the limit was not always enough; inconclusive means no clear call, values can overlap the other calls;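 further: 0% = enzyme without compound and 100% = no enzyme blank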
# CatB block = blocks human cathepsin B protease activity; AID 453; 63,000 compounds, 0.1% hits; P07858; inhibition, %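 (tested at 10 µM)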; purified cathepsin B, fluorogenic substrate, fluorescence; in the data active means inhibition above about 21%;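 further: 0% = enzyme with no compound and 100% = no enzyme blank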
# PKA inh = inhibitors of human protein kinase A. P17612. PKA Kemptide phosphorylation, Kinase-Glo ATP luminescence. inhibition, % at 6 µM. 65,000 compounds, 0.1% hits;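 active means inhibition above the screen-wide mean inhibition plus 3 SD, cut at about 21% in these data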; further: many of its hits are not listed in these tables
# Numbers without * were called inactive; u = inconclusive; x = no result given.
SMILES,ROCK2 blocker,AP complement,CatS block,E coli RNAP,RORa activator,JNK3 blocker,CatB mix inh,CatB block,PKA inh
O=S(=O)(c1ccc2c(c1)OCCO2)N1CCC(c2nc3ccccc3s2)CC1,5,-7,-1,3,-15,0,-1,4,13
CN1C(=O)CC(N2CCN(CC(=O)N3CCCC3)CC2)C1=O (stereo not given),0,12,0,6,5,4,-1,-3,-5
CCn1cc(C(=O)NCC(=O)OC)c2cc(OC)c(OC)cc2c1=O,x,15,-3,6,-12,x,4,1,7
Cc1ccc(CNC(=O)CCCn2c(=O)[nH]c3ccccc3c2=O)cc1,1,9,4,4,13,6,4,1,0
O=C(NCCc1csc(-c2cccnc2)n1)c1ccc(Br)o1,6,6,-5,7,23,1,-3,6,8
CCOC(=O)N1CCN(S(=O)(=O)c2ccc(C(=O)Nc3nc4c(s3)CC(C)CC4)cc2)CC1 (stereo not given),7,4,0,6,1,2,-1,1,14
Cc1[nH]c2ccccc2c1C(=O)COC(=O)C1CC(=O)N(Cc2ccco2)C1 (stereo not given),2,12,1,-2,5,-5,2,4,9
Cc1oc2ccc(OCC(N)=O)cc2c1C(=O)OC(C)C,-1,18,-6,-4,-26,32*,-5,0,-3
O=C(c1ccco1)N1CCN(S(=O)(=O)c2ccc3c(c2)CCN3C(=O)C2CCC2)CC1,6,-13,u,-10,0,12,0,-1,8
CCc1ccc(NC(=O)C2CC(=O)N(C(C)C)C2)cc1 (stereo not given),11,15,-5,1,20,0,6,-2,8
COc1ccc(N2C(=O)C3CCCN3C2c2cccc(F)c2)cc1Cl (stereo not given),8,4,-1,9,12,-2,2,3,9
COc1ccc(CCN(C(=O)c2ccccc2)C2=CC3CCC(C2)N3C)cc1OC (stereo not given),0,9,0,x,0,1,3,-5,-6
CCN(CC)S(=O)(=O)c1cc(Br)c(C)cc1OC,-2,16,-12,6,-1,2,-14,2,4
C=CCNC(=O)CCCCC(=O)NCC=C,2,-22,16,4,8,-3,7,8,7
Cc1[nH]c2ccccc2c1C(=O)CN1CCC(C(N)=O)(N2CCCCC2)CC1,x,18,-5,-8,3,x,-2,-4,-2
Cc1cc(NC(=O)CSc2nnc(C)c(=O)[nH]2)no1,0,28,-21,4,-1,1,-8,-7,2
Cc1ccccc1-n1nc2c(c1NC(=O)c1cc3ccccc3oc1=O)CS(=O)C2 (stereo not given),2,-10,-6,6,7,2,-5,6,5
O=C(NC1CCCCC1)c1ccc(S(=O)(=O)NCc2cccnc2)cc1,3,0,-7,5,0,-4,-5,3,7
CCCc1cc(=O)n2[nH]c(NCc3ccc(Cl)cc3Cl)nc2n1,0,1,1,11,0,1,4,-2,0
CCOC(=O)c1cc(-c2ccccc2)n(CC(=O)N2CCCC2)c1C,5,0,-2,-3,-28,2,-1,2,14
OCc1nc2ccccc2n1C/C=C/c1ccccc1,0,-5,9,7,-7,-7,1,4,9
COc1ccc2[nH]c(=O)c(CN(C(=O)NC3CCCCC3)C3CCCCC3)cc2c1,1,10,9,3,1,-5,4,-2,2
COc1ccc(CNC(=O)CN(c2cc(C)cc(C)c2)S(=O)(=O)c2c(C)noc2C)cc1,5,7,6,-4,-6,-4,1,0,5
CCOc1ccc(OCC)c(NC(=O)c2ccc(CNc3c(N4CCOCC4)c(=O)c3=O)cc2)c1,7,2,11,8,-12,-3,2,7,7
O=S1(=O)CCN=C2SC3=C(CCCC3)N21,-1,17,-11,-1,-25,-1,1,-3,-1

# More compounds follow.
SMILES,ROCK2 blocker,AP complement,CatS block,E coli RNAP,RORa activator,JNK3 blocker,CatB mix inh,CatB block,PKA inh
COc1ccc(/C=N/n2cc(-c3ccccc3)nc2N)cc1,7,10,-1,12,24,-2,3,5,10
CC(C)(C)c1ccc(C(=O)Nc2nonc2-c2nc3ccccc3[nH]2)cc1,3,-7,-11,5,-5,1,-3,-3,9
C/C(Cl)=C\Cn1c(Nc2ccc(C)cc2)nc2c1c(=O)n(C)c(=O)n2C,6,11,6,10,2,2,6,2,13
O=C1OC(NC(=O)c2ccccc2)C(n2cc(CO)nn2)=C1Cl (stereo not given),1,-6,10,10,-30,4,-1,-2,-1
Nc1ccccc1SCc1cn2ccccc2n1,2,x,x,x,49*,3,x,x,8
CCOc1ccccc1OCC(=O)NCc1ccco1,-2,8,2,7,-12,0,-11,2,1
COc1cccc(N2C(=O)CC(N3CCC(c4nc5ccccc5[nH]4)CC3)C2=O)c1 (stereo not given),4,-1,15,10,-20,1,1,4,5
Cc1cc(NC(=O)c2cc3n(n2)C(C(F)(F)F)CC(c2ccco2)N3)n(-c2ccccc2)n1 (stereo not given),3,x,x,x,-13,2,x,x,7
Cc1ccc(NC(=O)CC2SC3=NCCN3C2=O)cc1 (stereo not given),x,17,-1,5,-25,x,8,0,-2
CC(C)(C)C(=O)CNS(=O)(=O)c1ccc(S(=O)(=O)NC2CCCC2)cc1,5,20,4,-1,-12,3,3,-1,12
O=C(COc1ccc(Cl)cc1)NCc1nnc(SCC(=O)NC2CCCCC2)o1,-2,18,-16,0,-16,-2,3,1,2
CCN(CC)CCn1c(NCc2cccc(OC)c2)nc2ccccc21,x,15,1,8,-13,x,3,6,5
CCOC(=O)Nc1ccc2c(c1)N(C(=O)N(CC)CC)c1ccccc1CC2,x,-3,20,4,x,x,2,5,x
COc1ccc(S(=O)(=O)N2CCCC(C(=O)NCc3ccncc3)C2)cc1 (stereo not given),7,8,2,7,-8,4,4,0,2
O=C(NCc1ccc2c(c1)OCO2)C1CCCN1C(=O)Nc1ccc(F)cc1 (stereo not given),-1,10,-3,6,-7,1,3,2,-1
Cc1ccc(S(=O)(=O)NC(=O)NCc2ccc3c(c2)OCO3)cc1,6,x,x,-12,-9,4,x,3,2
CCOC(=O)c1[nH]c2ccccc2c1NC(=O)c1nonc1C,x,-7,11,4,-14,x,1,6,0
COC(=O)c1ccc2c(=O)n(CCN3CCOCC3)c(SCC(=O)NC3CCCCC3)nc2c1,8,1,1,3,9,2,2,-2,15
CCOCCCn1c(C)nc2c(c1=O)c1nc3ccccc3nc1n2-c1ccc(C)cc1,3,6,9,11,-8,-4,-1,1,9
C=CCn1c(=O)c2ccccc2n2c(SCC(=O)NCc3cccs3)nnc12,-1,13,2,6,22,2,5,4,0
CCc1nc(C)cn1S(=O)(=O)c1cc(C)c(OC)cc1C,4,7,-4,8,-10,-3,2,3,12
CCOC(=O)C1CCCN(c2c(NCCc3ccc(S(N)(=O)=O)cc3)c(=O)c2=O)C1 (stereo not given),1,15,-5,0,-6,-3,2,1,3
CC(=O)Nc1ccc(NC2=CC(=O)CC(C)(C)C2)cc1,3,6,-8,7,-13,-3,4,4,5
O=C(c1ccccc1)N1CCN(c2ccc(NCc3ccc4c(c3)OCO4)cc2)CC1,5,18,10,8,16,0,4,1,7
CCCCCCNC(=O)C(C#N)c1nc2ccccc2nc1N1CCCC1 (stereo not given),-3,-5,10,-10,-34,0,-1,3,-1

# Next section
SMILES,ROCK2 blocker,AP complement,CatS block,E coli RNAP,RORa activator,JNK3 blocker,CatB mix inh,CatB block,PKA inh
O=C(NCCc1ccccc1)NC1CCCCC1,4,8,10,11,31,0,10,x,1
CSCCC(NC(=O)C1CC1)c1nc2ccccc2[nH]1 (stereo not given),7,7,-9,0,-7,-2,1,4,15
CCOC(=O)CNC(=O)c1c(C)nn(-c2ccccc2)c1Cl,4,0,5,9,3,7,1,1,13
COc1c(Cl)cc(-c2noc(C)c2C(=O)NC(C)C)cc1Cl,4,10,-5,8,-8,-5,-1,5,11
Cc1cc2ccccc2c(=O)n1CC(=O)N(C)c1ccc(F)cc1,4,8,-10,0,-3,-1,-7,3,7
CCOC(=O)c1[nH]c(C)c(C(=O)N2CCN(C(=O)OCC)CC2)c1CC,0,29,-3,-1,-14,-4,4,2,4

# Some of these compounds in order of the JNK3 blocker value, ascending:
molecule,ROCK2 blocker,AP complement,CatS block,E coli RNAP,JNK3 blocker,CatB mix inh,CatB block,PKA inh
O=C(COc1ccc(Cl)cc1)NCc1nnc(SCC(=O)NC2CCCCC2)o1,-2,18,-16,0,-2,3,1,2
Cc1cc2ccccc2c(=O)n1CC(=O)N(C)c1ccc(F)cc1,4,8,-10,0,-1,-7,3,7
CCCc1cc(=O)n2[nH]c(NCc3ccc(Cl)cc3Cl)nc2n1,0,1,1,11,1,4,-2,0
CCOC(=O)c1cc(-c2ccccc2)n(CC(=O)N2CCCC2)c1C,5,0,-2,-3,2,-1,2,14
Cc1ccc(CNC(=O)CCCn2c(=O)[nH]c3ccccc3c2=O)cc1,1,9,4,4,6,4,1,0

# 6 entries out of the list, sorted by count of non-hydrogen atoms, rising:
SMILES,ROCK2 blocker,AP complement,CatS block,E coli RNAP,RORa activator,JNK3 blocker,CatB mix inh,CatB block,PKA inh
Cc1ccc(NC(=O)CC2SC3=NCCN3C2=O)cc1 (stereo not given),x,17,-1,5,-25,x,8,0,-2
CCc1nc(C)cn1S(=O)(=O)c1cc(C)c(OC)cc1C,4,7,-4,8,-10,-3,2,3,12
COc1c(Cl)cc(-c2noc(C)c2C(=O)NC(C)C)cc1Cl,4,10,-5,8,-8,-5,-1,5,11
CCOC(=O)c1[nH]c(C)c(C(=O)N2CCN(C(=O)OCC)CC2)c1CC,0,29,-3,-1,-14,-4,4,2,4
O=C(COc1ccc(Cl)cc1)NCc1nnc(SCC(=O)NC2CCCCC2)o1,-2,18,-16,0,-16,-2,3,1,2
Cc1cc(NC(=O)c2cc3n(n2)C(C(F)(F)F)CC(c2ccco2)N3)n(-c2ccccc2)n1 (stereo not given),3,x,x,x,-13,2,x,x,7

# From PubChem BioAssay

# This is a subset; count on the stated rates, not on these rows.
